Assay outcomes deposited in PubChem BioAssay by National Center for Advancing Translational Sciences (NCATS).
DT40 TDP1 CPT: qHTS for Inhibitors of human tyrosyl-DNA phosphodiesterase 1 (TDP1): qHTS in cells in presence of CPT. chicken DT40 Tdp1-/-;hTDP1 cells + 20 nM CPT, ATP luminescence, 48 h. 12% of 420,000 active. Potency, µM (top dose mostly 46.2 µM), inactives show top-dose activity change, negative = growth inhibition, usual class: inhibitors. AID 686979, 2013; further: nearly all actives have a fitted effect of over 55% in size
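Chicken DT40 Tdp1-/- cells complemented with human TDP1, 400 cells/well, exposed to compounds plus 20 nM camptothecin for at least 48 h at 37 C; viability read as ATP content by CellTiter-Glo luminescence.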
DT40 TDP1 no CPT: qHTS for Inhibitors of human tyrosyl-DNA phosphodiesterase 1 (TDP1): qHTS in cells in absence of CPT; 15% of 420,000 active; DT40 Tdp1-/- hTDP1 cells, no CPT, ATP luminescence, 48 h; AID 686978, 2013; Potency, µM (series often up to 46.2 µM), for inactives: at the top dose activity change, negative = growth inhibition, hits mostly inhibitors; further: nearly all actives have a fitted effect of over 55% in size
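Growth of hTDP1-complemented DT40 Tdp1-knockout cells is measured by ATP luminescence after at least 48 hr compound exposure at 37 °C, with DMSO substituting for the 20 nM CPT used in the parallel screen.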
KAT2A inh: qHTS Assay for Inhibitors of GCN5L2 | Histone acetyltransferase KAT2A (Homo sapiens), Q92830 | GCN5L2 HAT assay, ThioGlo1 CoA-SH fluorescence | Potency, µM (titrated, usually from 58.9 µM), for inactives: top-dose activity change, negative = inhibition, most hits filed as inhibitors | 0.21% of 390,000 active | AID 504327, 2011
Target sequence (Q92830 whole entry, looked up): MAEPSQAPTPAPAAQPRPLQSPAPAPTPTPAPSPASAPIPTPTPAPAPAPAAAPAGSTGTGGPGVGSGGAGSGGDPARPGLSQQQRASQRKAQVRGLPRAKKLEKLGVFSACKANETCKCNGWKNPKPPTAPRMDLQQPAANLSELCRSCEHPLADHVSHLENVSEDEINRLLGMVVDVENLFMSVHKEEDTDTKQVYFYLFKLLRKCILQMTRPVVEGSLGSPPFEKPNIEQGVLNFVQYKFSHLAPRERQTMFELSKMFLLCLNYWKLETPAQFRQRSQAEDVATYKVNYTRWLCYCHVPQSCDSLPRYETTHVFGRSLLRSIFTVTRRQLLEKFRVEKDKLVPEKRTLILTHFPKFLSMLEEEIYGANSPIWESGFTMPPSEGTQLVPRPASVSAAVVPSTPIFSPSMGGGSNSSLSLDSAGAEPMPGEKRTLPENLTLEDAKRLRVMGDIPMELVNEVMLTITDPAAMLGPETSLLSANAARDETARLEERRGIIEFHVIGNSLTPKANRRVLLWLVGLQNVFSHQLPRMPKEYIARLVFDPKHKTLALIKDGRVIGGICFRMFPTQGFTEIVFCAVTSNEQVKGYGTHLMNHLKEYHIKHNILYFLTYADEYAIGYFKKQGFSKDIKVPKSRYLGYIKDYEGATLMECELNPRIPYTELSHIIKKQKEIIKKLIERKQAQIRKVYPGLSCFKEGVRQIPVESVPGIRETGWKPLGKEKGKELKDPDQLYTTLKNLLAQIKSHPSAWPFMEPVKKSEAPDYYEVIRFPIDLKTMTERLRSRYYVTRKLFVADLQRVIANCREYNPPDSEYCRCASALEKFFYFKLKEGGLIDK
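Fluorescence readout, Ex340nm/Em540nm: ThioGlo1 (50uM final) reacts with free CoA thiol released as 20nM GCN5L2 acetylates H3(1-25) peptide (75uM) using acetyl-CoA (70uM). Compound and enzyme sat 15 min beforehand; 20 min room-temperature reaction.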
The depositor's hits bear a star; & = joins results of further samples; [ ] = another dose, or the depositor's remark. The call rests on the fitted dose curve; in most records, active means well fitted curve in the direction sought with a large enough effect; inconclusive means small, poorly fitted or top-dose-only effect, or another doubt; inactive means no such curve, though single readings can be large; an effect the other way counts as inactive or inconclusive. On the % scale 0 is the no-effect control and ±100 the full control effect; potency means the concentration at half of the fitted maximal effect. These rows are one share of the data; count on the stated rates, not on these rows.

`Cc1ccc(C#CC[N+](C)(C)CC#Cc2ccccc2)cc1` gave DT40 TDP1 CPT 2.06µM*, DT40 TDP1 no CPT 1.84µM* and KAT2A inh 2.6%.
`CCc1nc2ccc(C(=O)NCc3cc(OC)ccc3OC)cc2nc1CC` gave DT40 TDP1 CPT 16.4µM*, DT40 TDP1 no CPT inconclusive and KAT2A inh -4.9%.
`COc1ccccc1-n1nc(C(=O)Nc2ccc3c(c2)OCO3)c2ccccc2c1=O` gave DT40 TDP1 CPT 6.8%, DT40 TDP1 no CPT -15.5% and KAT2A inh -0.7%.
CC(C)C(=O)N(Cc1ccccc1)S(=O)(=O)c1ccc2c(c1)oc(=O)n2C was read as DT40 TDP1 CPT -20.0%&-0.8%, DT40 TDP1 no CPT inconclusive and KAT2A inh -21.0%&-8.1%.
Screening COc1ccccc1N1C(=N)S/C(=C\c2ccc(-c3ccccc3C(=O)O)o2)C1=O returned DT40 TDP1 CPT -1.7%, DT40 TDP1 no CPT -14.0% and KAT2A inh -12.0%.
Screening CCOC(=O)CSc1nc(-c2ccc(OC)cc2)ns1 returned DT40 TDP1 CPT -21.2%, DT40 TDP1 no CPT inconclusive and KAT2A inh -5.3%.
`O=C(Cn1ccn(-c2cccc(Cl)c2)c(=O)c1=O)NCCc1ccccc1` gave DT40 TDP1 CPT 0.7%, DT40 TDP1 no CPT -0.1% and KAT2A inh 0.7%.
CC(C)(C)n1nnnc1C(c1ccc(Cl)cc1)N1CCSCC1 (centres undefined) was read as DT40 TDP1 CPT -9.9%, DT40 TDP1 no CPT -23.0% and KAT2A inh 1.6%.
Screening O=C(c1cc2nc(-c3ccco3)cc(C(F)(F)F)n2n1)N1CCN(Cc2ccccc2)CC1 returned DT40 TDP1 CPT 18.4µM*, DT40 TDP1 no CPT inconclusive and KAT2A inh -6.3%.
For O=[N+]([O-])c1ccccc1S(=O)(=O)NCc1ccc(F)cc1 the results were DT40 TDP1 CPT 2.0%, DT40 TDP1 no CPT -24.3% and KAT2A inh -5.3%.
Screening CC(NCC(=O)Nc1ccccc1C(=O)NC1CC1)c1ccc(F)cc1F (centres undefined) returned DT40 TDP1 CPT inconclusive, DT40 TDP1 no CPT -10.0% and KAT2A inh -3.0%.
Screening O=C(COc1ccccc1F)N1c2ccccc2CCc2ccccc21 returned DT40 TDP1 CPT inconclusive, DT40 TDP1 no CPT inconclusive and KAT2A inh -4.3%.
`O=C(O)c1ccc(Cl)c(S(=O)(=O)Nc2ccccc2N2CCOCC2)c1` gave DT40 TDP1 CPT 1.8%, DT40 TDP1 no CPT 0.1% and KAT2A inh -12.8%.
COC(=O)c1cccc(C(=O)NCc2nc(-c3ccccc3NC(C)=O)oc2C)c1 was read as DT40 TDP1 CPT 5.0%[9.04 µM] and DT40 TDP1 no CPT -13.9%.
`O=C1N(Cc2cccnc2)C[C@@H]2C[C@@H](c3ccccc3C#Cc3ccccc3)N3CCC[C@@]123` gave DT40 TDP1 CPT 29.1µM*, DT40 TDP1 no CPT 16.4µM* and KAT2A inh 2.4%.
`COCc1nnc(NC(=O)CCc2ccccc2)s1` gave DT40 TDP1 CPT -3.9%, DT40 TDP1 no CPT 4.0% and KAT2A inh 2.2%.
O=C(Nc1ccccc1N1CCCCC1)c1cccs1 was read as DT40 TDP1 CPT -18.1%, DT40 TDP1 no CPT inconclusive and KAT2A inh -4.5%.
Screening CC(C)(C)c1ccc(NC(=O)c2ccc(=O)[nH]n2)cc1 returned DT40 TDP1 CPT inconclusive, DT40 TDP1 no CPT -33.0% and KAT2A inh -14.8%.
Screening COc1cccc(C2CC(c3ccccc3)Nc3nc(N)nn32)c1 (centres undefined) returned DT40 TDP1 CPT 7.1%, DT40 TDP1 no CPT -0.1% and KAT2A inh -3.2%.
CCCCCn1c(SCC(=O)OC)nc2c1c(=O)[nH]c(=O)n2C was read as DT40 TDP1 CPT 19.1%, DT40 TDP1 no CPT 1.3% and KAT2A inh -10.8%.
CCCCC(c1nnnn1CCOC)N1CCN(Cc2ccccc2)CC1 (centres undefined) was read as DT40 TDP1 CPT 2.8%, DT40 TDP1 no CPT -21.4% and KAT2A inh -5.2%.
For Cc1[nH]n(-c2ccccc2)c(=O)c1N=Nc1cccc(C(=O)O)c1 the results were DT40 TDP1 CPT 29.9%, DT40 TDP1 no CPT -2.6% and KAT2A inh -2.2%.
Screening Cc1ccc(C)c(NC(=O)c2cc(=O)c3ccccc3o2)c1 returned DT40 TDP1 CPT 0.7%, DT40 TDP1 no CPT inconclusive and KAT2A inh -1.5%.
`O=c1cc(-c2ccccc2F)oc2ccccc12` gave DT40 TDP1 CPT inconclusive, DT40 TDP1 no CPT inconclusive and KAT2A inh -2.3%.
`O=C(COc1ccc(S(=O)(=O)N2CCCC2)cc1[N+](=O)[O-])N1CCCC1` gave DT40 TDP1 CPT 7.7%, DT40 TDP1 no CPT -16.4% and KAT2A inh 0.2%.
Screening Nc1ccccc1SCc1cn2cccnc2n1 returned DT40 TDP1 CPT -11.2%, DT40 TDP1 no CPT -2.1% and KAT2A inh 1.7%.
Nc1cccc(NC(=O)CN2CCOCC2)c1 was read as DT40 TDP1 CPT 7.9%, DT40 TDP1 no CPT -20.6% and KAT2A inh -17.4%.
O=C(NCCc1ccccc1)c1cc(-c2ccncc2)nc2ccc(S(=O)(=O)N3CCOCC3)cc12 was read as DT40 TDP1 CPT -7.0%, DT40 TDP1 no CPT -27.8% and KAT2A inh -6.6%.
For CCOc1ccccc1C(=O)NCCc1cnc[nH]1 the results were DT40 TDP1 CPT 11.9%, DT40 TDP1 no CPT 13.2% and KAT2A inh -3.3%.
Screening Cc1c(Br)c([N+](=O)[O-])nn1CC(=O)Nc1ccccn1 returned DT40 TDP1 CPT -0.4%, DT40 TDP1 no CPT -20.0% and KAT2A inh -2.3%.
`COCCN(C(=S)Nc1ccc(C)cc1)C(C)c1cccnc1` (centres undefined) gave DT40 TDP1 CPT 3.4%, DT40 TDP1 no CPT -1.1% and KAT2A inh 0.9%.
For Cc1ccc(C(=O)Nc2ccc3c(c2)OCO3)cc1 the results were DT40 TDP1 CPT inconclusive, DT40 TDP1 no CPT -29.4% and KAT2A inh 0.6%.
For CC(=O)NCCc1nc2cc(NC(=O)c3ccccc3Cl)ccc2n1C the results were DT40 TDP1 CPT -4.9%, DT40 TDP1 no CPT 14.7% and KAT2A inh -7.4%.
For O=C(NCc1ccc(F)cc1)C1Cc2ccccc2CN1C(=O)c1ccco1 (centres undefined) the results were DT40 TDP1 CPT 0.1%, DT40 TDP1 no CPT -4.6% and KAT2A inh -7.6%.
COc1ccc(-c2oc3cccnc3c2/C=C/c2ccc(OC)c(OC)c2)cc1 was read as DT40 TDP1 CPT inconclusive, DT40 TDP1 no CPT inconclusive and KAT2A inh -4.2%.
Screening Cc1nn(CC(O)CN2c3ccccc3Sc3ccccc32)c(C)c1Br (centres undefined) returned DT40 TDP1 CPT inconclusive, DT40 TDP1 no CPT inconclusive and KAT2A inh -10.2%.
COc1ccc(N(CC(=O)NC(C)(C)C)C(=O)c2ccco2)cc1 was read as DT40 TDP1 CPT -2.5%, DT40 TDP1 no CPT -10.6% and KAT2A inh -4.6%.
`CCCCOc1c(Cl)cc(C(=O)N(C)CC(=O)Nc2ccc(N3CCOCC3)cc2)cc1OCC` gave DT40 TDP1 CPT inconclusive, DT40 TDP1 no CPT inconclusive and KAT2A inh -0.8%.
For O=C(N/N=C/c1cccnc1)c1cc(-c2ccc(Cl)cc2)nc2ccccc12 the results were DT40 TDP1 CPT inconclusive and DT40 TDP1 no CPT 8.2µM*.
`CCN(CC(=O)Nc1ccc(NC(C)=O)cc1)C(=O)c1ccc(N2CCCC2)c([N+](=O)[O-])c1` gave DT40 TDP1 CPT -2.6%, DT40 TDP1 no CPT 3.1% and KAT2A inh -0.7%.
Screening O=C(Nc1ccc(F)cc1F)N1CCN(C(=O)c2ccco2)CC1 returned DT40 TDP1 CPT 8.6%, DT40 TDP1 no CPT 3.8% and KAT2A inh -7.4%.
For Cc1cccc(C)c1-n1nnnc1C1c2ccccc2C(=O)N1CCCN1CCOCC1 (centres undefined) the results were DT40 TDP1 CPT -1.2% and DT40 TDP1 no CPT -6.2%.
`CCOc1cccc(/C=N/NC(=S)Nc2ccccc2[N+](=O)[O-])c1O` gave DT40 TDP1 CPT 9.2µM*, DT40 TDP1 no CPT 8.2µM* and KAT2A inh 0.7%.
Cc1ccc(OCCn2c(-c3ccc(Cl)cc3)nc3ccccc3c2=O)c(C)c1 was read as DT40 TDP1 CPT -19.4%, DT40 TDP1 no CPT 4.7% and KAT2A inh -6.4%.
Screening CCN(CC)c1ccc(-c2nc(-c3ccncc3)no2)cc1[N+](=O)[O-] returned DT40 TDP1 CPT 13µM*, DT40 TDP1 no CPT 14.6µM* and KAT2A inh -3.1%.
For Cc1ccc2c(c1)c1c(c(=O)n(-c3ccccc3C)c(=O)n1CC(=O)NCCC1=CCCCC1)n2C the results were DT40 TDP1 CPT inconclusive, DT40 TDP1 no CPT inconclusive and KAT2A inh -2.8%.
`COc1cc(N)ccc1-c1cc2ccccc2oc1=O` gave DT40 TDP1 CPT 4.9%, DT40 TDP1 no CPT -6.5% and KAT2A inh -12.6%.
`Cc1ccc(CN2C(=O)N(c3ccccc3)C(=O)C2CC(=O)Nc2ccccc2)cc1` (centres undefined) gave DT40 TDP1 CPT -21.9%, DT40 TDP1 no CPT inconclusive and KAT2A inh 1.7%.
CC(C)NC(=O)N1CCOCCOCCN(C(=O)NC(C)C)CCOCCOCC1 was read as DT40 TDP1 CPT -5.2%, DT40 TDP1 no CPT -18.9% and KAT2A inh 2.3%.
`NS(=O)(=O)c1ccc(NC(=O)CSc2nc3ccccc3[nH]2)cc1` gave DT40 TDP1 CPT -4.6%, DT40 TDP1 no CPT -12.0% and KAT2A inh -3.8%.
O=c1c(-c2cc(F)cc(F)c2)nc2cnc(N3CCNCC3)nc2n1Cc1cccs1 was read as DT40 TDP1 CPT inconclusive, DT40 TDP1 no CPT 20.6µM* and KAT2A inh 0.8%.
Cc1ccc(Cl)c(OC(=O)Cn2cnc3c2c(=O)n(C)c(=O)n3C)c1 was read as DT40 TDP1 CPT -2.6%, DT40 TDP1 no CPT 13.1% and KAT2A inh -1.8%.
Screening Nc1nc(SCc2ccccc2)sc1C(=O)N1CCCCC1 returned DT40 TDP1 CPT inconclusive and DT40 TDP1 no CPT inconclusive.
`Cc1ccc(-n2nc(C(=O)NN)c(C)c(C#N)c2=O)cc1Cl` gave DT40 TDP1 CPT inconclusive, DT40 TDP1 no CPT -9.1% and KAT2A inh -7.7%.
For O=C1CCC(C(=O)N2CCCC2)CN1CCc1cccc(F)c1 (centres undefined) the results were DT40 TDP1 CPT 0.6%, DT40 TDP1 no CPT -14.4% and KAT2A inh 1.8%.
`COc1ccc(-n2c3c(cc(C(=O)N4CCCCC4)c2=O)C(=O)CC(C)(C)C3)cc1` gave DT40 TDP1 CPT 1.3%, DT40 TDP1 no CPT 10.2% and KAT2A inh -4.4%.
Screening COC(=O)c1ccccc1NC(=S)NC(=O)C1CCCCC1 returned DT40 TDP1 CPT -14.7%, DT40 TDP1 no CPT inconclusive and KAT2A inh -1.1%.
O=C(Oc1ccccc1C(=S)N1CCCCC1)c1cc([N+](=O)[O-])cc([N+](=O)[O-])c1 was read as DT40 TDP1 CPT inconclusive, DT40 TDP1 no CPT inconclusive and KAT2A inh -10.1%.
`Cc1ccc(C(=O)Nc2c3c(nn2C(C)(C)C)CS(=O)(=O)C3)cc1[N+](=O)[O-]` gave DT40 TDP1 CPT -7.1%, DT40 TDP1 no CPT 14.0% and KAT2A inh -7.3%.
O=C(OCC(=O)N1CCCC1)c1ccc(S(=O)(=O)Nc2ccccc2)cc1 was read as DT40 TDP1 CPT -11.2%, DT40 TDP1 no CPT -7.7% and KAT2A inh -4.1%.

Part of the list above in order of heavy-atom count, descending.
For Cc1ccc2c(c1)c1c(c(=O)n(-c3ccccc3C)c(=O)n1CC(=O)NCCC1=CCCCC1)n2C the results were DT40 TDP1 CPT inconclusive, DT40 TDP1 no CPT inconclusive and KAT2A inh -2.8%.
O=c1c(-c2cc(F)cc(F)c2)nc2cnc(N3CCNCC3)nc2n1Cc1cccs1 was read as DT40 TDP1 CPT inconclusive, DT40 TDP1 no CPT 20.6µM* and KAT2A inh 0.8%.
Cc1ccc(Cl)c(OC(=O)Cn2cnc3c2c(=O)n(C)c(=O)n3C)c1 was read as DT40 TDP1 CPT -2.6%, DT40 TDP1 no CPT 13.1% and KAT2A inh -1.8%.
Screening Nc1nc(SCc2ccccc2)sc1C(=O)N1CCCCC1 returned DT40 TDP1 CPT inconclusive and DT40 TDP1 no CPT inconclusive.
